AP ELISA ortho: alternative pathway complement inhibition, orthogonal assay | Human serum alternative complement pathway, LPS-coated ELISA, C3 deposition; tested in compound mixtures | inhibition, % at 5 µM | actives 0.08% (n = 62,000) | AID 1235;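 active = inhibition above 30% in each of the two pooled mixtures holding the compound, so the lower value exceeds 30%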;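 also: 0% = serum in Mg-EGTA without compound and 100% = EDTA serum blank; some compounds past the cut are filed as inactive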
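Assay system: human serum alternative complement pathway, C3 deposition on LPS-coated wells; Dosing: 5 µM per compound in ten-compound mixtures; Detection: Anti-C3 ELISA, OD 450 nm; Buffer or medium: Mg2+-EGTA GVB++ buffer containing human serum at 1:15 dilution; Timing: 1 h at 37 °C; Replication: two different pools per compound.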
D1 allo mod: allosterically modulates the human D1 dopamine receptor. P21728. HEK293 D1, CRE-luciferase, dopamine EC30 potentiation; actives deviate in either direction. B-score at 10 µM. actives 5.9% (n = 58,000). AID 641;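 active = luminescence count or its row- and column-corrected plate score outside the 99.7% band of the plate's sample wells, on either side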
CatB inh: inhibitors of human cathepsin B | AID 453 | actives 0.1% (n = 63,000) | inhibition, %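 (tested at 10 µM)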 | purified cathepsin B, fluorogenic substrate, fluorescence; in the data active = inhibition above about 21%;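 also: 0% = enzyme with no compound and 100% = no enzyme blank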
Hsp90 block: displaces geldanamycin probe from tumor Hsp90; P07900; NCI-N417 lysate Hsp90, Cy3B-geldanamycin FP displacement; inhibition, % at 30 µM; actives 0.35% (n = 64,000);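 active = inhibition above 50%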;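 also: 0% = tracer plus lysate wells and 100% = tracer alone without lysate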
Ec RNAP inh: Escherichia coli RNA polymerase inhibition; P0A8V2; E. coli RNA polymerase, fluorescence transcription assay; inhibition, %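 (tested at 10 µM)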; actives 0.2% (n = 62,000); in the data active = inhibition above about 20%;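 also: 0% = enzyme without compound and 100% = no enzyme blank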
Cdc25B inh: human M-phase inducer phosphatase 2 inhibition | P30305 | recombinant Cdc25B, OMFP fluorescence Ex485/Em525 | inhibition, %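 (compounds tested at 10 µM final in the well)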 | actives 0.1% (n = 65,000) | AID 368; in the data active = inhibition above about 50%
Target sequence (P30305 whole entry, looked up): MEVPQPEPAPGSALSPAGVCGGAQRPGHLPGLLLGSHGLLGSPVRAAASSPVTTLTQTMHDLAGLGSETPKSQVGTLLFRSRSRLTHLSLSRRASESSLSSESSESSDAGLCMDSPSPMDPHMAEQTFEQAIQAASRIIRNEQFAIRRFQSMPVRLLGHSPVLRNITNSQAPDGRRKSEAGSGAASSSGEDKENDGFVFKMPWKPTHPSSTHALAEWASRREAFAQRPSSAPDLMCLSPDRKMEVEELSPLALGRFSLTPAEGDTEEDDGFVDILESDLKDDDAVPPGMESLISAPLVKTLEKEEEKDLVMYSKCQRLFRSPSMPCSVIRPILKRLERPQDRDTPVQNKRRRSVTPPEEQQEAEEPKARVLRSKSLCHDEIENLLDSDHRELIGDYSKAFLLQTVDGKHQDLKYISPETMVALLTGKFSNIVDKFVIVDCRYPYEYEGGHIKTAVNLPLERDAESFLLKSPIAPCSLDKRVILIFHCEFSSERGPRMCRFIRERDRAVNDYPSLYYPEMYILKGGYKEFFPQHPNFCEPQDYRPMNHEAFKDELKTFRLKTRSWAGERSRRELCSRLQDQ
MKP-1 inh: blocks human MKP-1 phosphatase activity; actives 0.15% (n = 65,000); recombinant MKP-1, OMFP hydrolysis fluorescence; inhibition, %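 (compounds tested at a single concentration somewhere between 10 and 100 µM)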; P28562;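 active = inhibition above about 50%, limit read from the data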;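 also: 0% = DMSO max control wells and 100% = wells with enzyme stopped by NaOH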
Target sequence (P28562 whole entry, looked up): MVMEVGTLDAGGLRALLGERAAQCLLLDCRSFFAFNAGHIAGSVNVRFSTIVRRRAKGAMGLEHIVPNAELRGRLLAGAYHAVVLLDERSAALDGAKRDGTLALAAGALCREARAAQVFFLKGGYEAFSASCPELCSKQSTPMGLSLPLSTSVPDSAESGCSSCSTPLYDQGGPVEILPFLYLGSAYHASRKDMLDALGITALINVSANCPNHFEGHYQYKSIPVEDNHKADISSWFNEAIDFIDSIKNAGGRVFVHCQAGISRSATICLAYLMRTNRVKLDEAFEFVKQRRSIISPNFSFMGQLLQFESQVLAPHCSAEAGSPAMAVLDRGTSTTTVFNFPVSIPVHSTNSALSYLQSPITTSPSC
tolC growth inh: E. coli tolC mutant growth inhibition. growth inhibition, % at 10 µM (by protocol). actives 2.2% (n = 65,000). E. coli BW25113 tolC mutant growth, OD615;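 active = growth inhibition at or above a cutoff equal to the mean over every tested compound plus 3 SD, cut at about 60% in these data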;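 also: growth measured after 20 h incubation at 37 °C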
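signal = optical density read at 615 nm | test system = E. coli ΔtolC::kan strain BW25113 | timing = 20 h compound exposure of bacteria at 37 °C | buffer or medium = LB medium plus 50 µg/mL kanamycin | compound dosing = 10 µM final, single dose | evaluation = % inhibition of E. coli growth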
CatB mixtures: inhibitors of human cathepsin B in compound mixtures. Purified cathepsin B, AMC dipeptide fluorescence. inhibition, %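 (ten-compound pools at 5 µM per compound and 50 µM total)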. actives 0.06% (n = 62,000). AID 488; in the data active = inhibition above about 22%, passing the limit was not always enough;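 also: 0% = enzyme without compound and 100% = no enzyme blank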
Active calls of the source: *; / = not tested or not shown.

compound | CatB mixtures | AP ELISA ortho | Cdc25B inh | tolC growth inh | MKP-1 inh | Ec RNAP inh | CatB inh | D1 allo mod | Hsp90 block
CCN1CCN(Cc2ccc(NC(=O)Nc3ccc(OC)cc3)cc2)CC1 | 3 | 14 | -7 | -27 | 10 | 1 | -2 | -0.84 | 0
Cc1ccc(SCCNC(=O)CN2C(=O)c3ccccc3S2(=O)=O)cc1 | 4 | 13 | -7 | 6 | 14 | 4 | 2 | 1.4 | /
Cc1nc2cc(C(=O)NCCN3CCOCC3)ccc2n1-c1ccc(F)cc1F | / | / | 1 | -24 | 8 | / | / | 0.58 | -11
CC(C)(C)NCc1cc2ccccc2[nH]c1=O | 1 | 2 | -21 | 1 | -15 | 11 | 3 | -0.3 | -6
CCOC(=O)c1cccc(NC(=O)c2cnc3ccccc3n2)c1 | 5 | 19 | -12 | 59 | 27 | 12 | -5 | -0.28 | 5
O=C(O)c1ccc2[nH]c3c(c2c1)CSCC3 | / | 0 | 2 | -1 | -3 | / | / | / | -4
c1ccc(-c2ccc(OCCOCCn3cncn3)cc2)cc1 | 3 | -26 | -12 | 3 | -4 | 3 | -1 | -0.61 | 2
Cc1cc(C(=O)Nc2ccc3c(c2)OCCO3)co1 | -1 | -3 | -1 | -6 | 1 | 4 | 1 | -2 | -2
O=C(NCCN1CCOCC1)c1cn(CCc2ccccc2)nn1 | 0 | -33 | -3 | -6 | 1 | -3 | 0 | -0.15 | 0
O=C(NCc1nnc(SCC(=O)N2CCCC2)o1)c1c(F)cccc1Cl | 4 | 11 | -4 | -18 | -22 | 1 | -1 | -0.43 | -1
O=C1CN=C(Nc2cccc(C(F)(F)F)c2)N1C1CCCC1 | -4 | -5 | -1 | 1 | 1 | -5 | 3 | 2.6 | 2
COc1cccc(-c2nn(C)c3sc(C(=O)NCc4ccc(C)o4)cc23)c1 | 3 | 20 | -16 | 36 | 7 | 0 | 4 | 0.039 | -3

Whole records from above.
CCOC(=O)c1cccc(NC(=O)c2cnc3ccccc3n2)c1 reads CatB mixtures: 5; AP ELISA ortho: 19; Cdc25B inh: -12; tolC growth inh: 59; MKP-1 inh: 27; Ec RNAP inh: 12; CatB inh: -5; D1 allo mod: -0.28; Hsp90 block: 5
Cc1nc2cc(C(=O)NCCN3CCOCC3)ccc2n1-c1ccc(F)cc1F reads CatB mixtures: /; AP ELISA ortho: /; Cdc25B inh: 1; tolC growth inh: -24; MKP-1 inh: 8; Ec RNAP inh: /; CatB inh: /; D1 allo mod: 0.58; Hsp90 block: -11

Additional compounds
compound | CatB mixtures | AP ELISA ortho | Cdc25B inh | tolC growth inh | MKP-1 inh | Ec RNAP inh | CatB inh | D1 allo mod | Hsp90 block
Cc1nonc1NC(=O)CSc1nnc(-c2ccoc2C)n1CC(C)C | 0 | -15 | -8 | -2 | -4 | 7 | 3 | -0.62 | -1
O=C1CCCC/C1=C\Nc1ccccc1C(=O)O | 7 | -17 | -2 | -13 | -26 | 4 | 3 | -0.31 | -5
O=S(=O)(c1ccc2c(c1)OCCO2)N1CCN(c2nc3ccccc3s2)CC1 | 3 | 13 | -6 | 7 | 1 | -1 | 0 | 0.15 | -1
COc1cccc(Nc2nnc(SCC(=O)N3CCOCC3)s2)c1 | 2 | 8 | -7 | -17 | -3 | 4 | 1 | / | 1
CCn1c(SCC(=O)Nc2cc(NC(C)=O)ccc2OC)nnc1-c1ccncc1 | -2 | 9 | -2 | -12 | 1 | 7 | 0 | 0.011 | -2
CC12CCC(c3c(C(=O)O)nn(-c4ccccc4)c31)C2(C)C (stereo not drawn) | 2 | -10 | -11 | 12 | -6 | 13 | 8 | 0.16 | 4
CC(=O)c1c(C)oc2ccc(NS(=O)(=O)c3ccc(O)c(C(=O)O)c3)cc12 | 2 | 9 | -3 | 7 | 10 | 7 | -4 | -0.37 | -2
COCCCN1C(=O)C(O)=C(C(=O)c2ccc(C)o2)C1c1cccc(Br)c1 (stereo not drawn) | 0 | 8 | -10 | 19 | 10 | 3 | -1 | 0.11 | -3
O=C(OC(C(=O)NCc1cccs1)c1ccccn1)c1cccs1 (stereo not drawn) | 28* | 7 | 6 | -9 | 4 | 5 | 35* | 0.27 | -6
Cc1ccc(Cn2c(SCC(=O)Nc3cccc(C)n3)nc3c2c(=O)n(C)c(=O)n3C)cc1 | 1 | -8 | 4 | -9 | 5 | 7 | 0 | -0.04 | 0
COc1ccc(CN2CCCC(C(=O)N(C)Cc3ccccc3)C2)cc1OC (stereo not drawn) | 2 | 12 | -13 | -12 | -8 | 1 | -2 | -0.21 | -3
O=S(=O)(c1ccc(Br)s1)N1CCc2ccccc2C1 | / | / | -5 | 17 | 7 | / | / | 0.92 | -20
O=C(O)CSCC(=O)Nc1ccc(S(=O)(=O)N2CCCCC2)cc1 | / | / | 9 | 16 | -18 | 10 | 2 | -0.32 | -3
CCCCOCCCNC(=O)c1cccs1 | 2 | 6 | -1 | -9 | -14 | 7 | 3 | 0.056 | -2
CCOC(=O)c1ccc(NC(=O)CN(C)S(=O)(=O)c2ccc(OC)cc2)cc1 | -5 | -4 | -8 | -2 | -1 | 19 | 4 | 0.74 | 0
CC1(C)CC(=O)C(C=Nc2ccc3c(c2)OCO3)=C(O)C1 | -8 | 11 | 0 | -15 | -3 | 3 | 1 | -0.77 | 13
CC(C)C(=O)Nc1cccc(C(=O)NCCc2ccc(S(N)(=O)=O)cc2)c1 | -1 | 11 | -6 | 8 | -2 | 1 | -1 | 0.7 | 3
COc1cccc(C(=O)NCC2CCCO2)c1 (stereo not drawn) | 0 | 17 | -6 | -7 | 5 | 5 | -6 | / | -1
Cc1csc(NC(=O)CN2CCCCCC2)n1 | -1 | -12 | 21 | -4 | -2 | 11 | 1 | -0.3 | -2
Cc1ccc(C(=O)NCc2ccco2)cc1S(=O)(=O)N1CCCCC1 | -3 | -2 | -1 | 16 | 6 | -2 | -4 | 0.26 | /
COCC(=O)Nc1cc(=O)n(C)c(=O)n1C | -1 | 17 | -3 | -18 | 13 | 4 | 1 | -0.73 | 0
NC(=O)CNC1CC(=O)N(CCc2ccccc2)C1=O (stereo not drawn) | 5 | 3 | -3 | 9 | 15 | 4 | 0 | / | /
CCOCC(=O)Nc1cccc(OC)c1 | -1 | 1 | -11 | -6 | 0 | 3 | -1 | -1.3 | 4
CCN(CC)c1ccc2oc(=O)c(C)nc2c1 | 3 | 22 | 1 | 2 | 41 | 10 | 3 | -0.03 | -9
CC1=C(C(=O)Nc2ccccc2)C(c2cccs2)n2nnnc2N1 (stereo not drawn) | 4 | 12 | -13 | 4 | 18 | 4 | 7 | -1.9 | -18
CC(C)(C)OC(=O)N1CCC(c2c(C(=O)O)cnn2-c2ccccc2Cl)CC1 | 3 | 5 | 0 | 13 | 27 | 11 | 8 | -0.26 | -2
O=C(CCN1C(=O)c2ccccc2C1=O)OCn1nnc2ccccc2c1=O | 3 | 19 | -5 | 4 | 5 | 5 | 3 | -0.66 | /
CCOC(=O)N1CCN(C(=O)CC(=O)Nc2ccc3nc4n(c(=O)c3c2)CCCCC4)CC1 | 0 | 6 | -11 | -4 | -2 | 18 | 1 | 0.5 | -1
COc1ccc(-c2nnc(NC(=O)c3cc(C)on3)s2)cc1 | 7 | 25 | -3 | 18 | 22 | 6 | 2 | -1.1 | -8
CCCOc1ccc(/C(O)=C2/C(=O)C(=O)N(CCOC)C2c2cccnc2)cc1 (stereo not drawn) | 8 | 6 | 2 | -8 | -12 | 7 | 6 | 0.86 | 0
O=C(CN(Cc1ccco1)C(=O)CNS(=O)(=O)c1ccc(F)cc1)NCCc1ccccc1 | -13 | 4 | -12 | 6 | 4 | 7 | 1 | -1.1 | 0
O=C(CN1C(=O)CCS(=O)(=O)c2ccccc21)Nc1cccc(F)c1 | -5 | 9 | -2 | 0 | 3 | 5 | 4 | 0.018 | -2
Cc1c(NC(=O)c2ccc(=O)oc2)c(=O)n(-c2ccccc2)n1C | -2 | 7 | 1 | 9 | 2 | 8 | 5 | 0.24 | -5
COCCNC(=O)Cc1cn(C)c2ccccc12 | -2 | 2 | -2 | -8 | 13 | 8 | -2 | -0.29 | -2
C=CCN(Cc1cc(OC)ccc1OC)S(=O)(=O)N(C)C | -1 | -9 | -9 | -14 | 14 | -4 | 0 | -0.076 | -1
COc1cc2[nH]c(=O)n(CCCCCC(=O)NCCCN3CCC(C)CC3)c(=O)c2cc1OC | 3 | 7 | / | -18 | / | 1 | 3 | / | /
COc1ccc(-n2c(=O)[nH]cc(C(=O)Nc3ccc(NC(C)=O)cc3)c2=O)cc1 | 2 | 9 | -5 | -12 | 4 | -1 | 1 | 0.088 | 2
CN(C)/C=N/c1c(C#N)nnn1Cc1ccccc1 | -5 | -1 | -8 | 14 | -10 | 4 | -3 | 0.033 | -1
COc1ccc2[nH]c(=O)c(CN(C)C(=O)c3ccncc3)cc2c1 | -9 | 1 | 7 | -4 | -12 | 2 | 3 | -0.82 | -3
CCCC(c1nnnn1Cc1ccc(OC)cc1)N1CCN(c2ccccc2OC)CC1 (stereo not drawn) | 0 | 4 | -6 | 28 | -10 | 11 | 3 | -0.037 | -8
O=C(O)CCNC(=O)c1ccc(Br)o1 | -4 | 12 | 0 | -36 | -11 | 1 | -5 | 0.72 | -3
Cc1ccccc1N(CC(=O)NC1CCCC1)C(=O)CS(=O)CC(=O)Nc1ccc2c(c1)OCO2 (stereo not drawn) | 4 | -16 | -9 | 3 | 9 | 4 | 6 | 0.47 | 2
CCCn1c(SCC(=O)N2CCN(c3ccc(OC)cc3)CC2)nc2c1c(=O)n(C)c(=O)n2C | -4 | 8 | 1 | 7 | 30 | -1 | 0 | -5.2* | -2
COc1ccccc1CN1C(=O)CCC1(C)C(=O)NCc1cccnc1 (stereo not drawn) | 5 | -2 | -26 | -20 | 6 | 2 | 6 | 0.99 | -5
CN1CCN(C(=O)c2c(O)c3cccc4c3n(c2=O)CC4)CC1 | 4 | 18 | -1 | -22 | -11 | 1 | 1 | -0.72 | -2
CCn1c(SCc2nc(-c3ccc(OC)c(OC)c3)no2)nnc1-c1cccs1 | 0 | 12 | -4 | 17 | 4 | 5 | 7 | 5.3* | -4
Cc1nc2ccc3[nH]snc3c2n1 | -2 | -2 | -5 | -17 | 0 | 6 | 1 | 0.28 | -6
O=C(OCC1CCCN2CCCCC12)c1ccc2c(c1)OCO2 (stereo not drawn) | 1 | 7 | -17 | -16 | -1 | 2 | -1 | -0.27 | -1
O=C(CCn1nc(-c2ccccc2)ccc1=O)NCCCN1CCCCCC1 | 2 | 5 | -7 | -5 | -11 | 8 | 2 | 0.0055 | -4
O=C(COc1ccc(-n2cnnn2)cc1)NCCc1ccc(F)cc1 | 1 | 21 | 6 | -8 | 4 | -3 | 2 | 0.59 | 0
N=c1c(C(=O)NCC2CCCO2)cc2c(=O)n3ccccc3nc2n1Cc1cccnc1 (stereo not drawn) | -11 | 9 | -5 | -18 | 4 | -4 | -13 | 0.79 | -8
CCCCCCn1c(SCCC)nc2c1c(=O)[nH]c(=O)n2C | 3 | -13 | 8 | 25 | 20 | 9 | 2 | -0.2 | 3
COc1cccc(NC(=O)c2ccccc2-c2nc(-c3ccccc3)no2)c1 | 5 | 26 | -2 | 28 | -37 | 10 | 5 | -0.7 | -2
Cc1ccc(Cn2nc(C)c(NC(=O)c3cc(-c4ccc5c(c4)OCO5)on3)c2C)cc1 | 2 | 0 | -5 | 2 | 24 | 13 | 9 | 0.02 | -2
C=CCOc1c(Cl)cc(C2NC(=O)NC(C)=C2C(=O)OC)cc1Cl (stereo not drawn) | 1 | 9 | 2 | 18 | 7 | 2 | 1 | 2.2 | -2

Screening data deposited in PubChem BioAssay by several laboratories.
